ALOX12 inh = Primary qHTS assay for inhibitors of human arachidonate 12S-lipoxygenase (ALOX12): Round 2; Polyunsaturated fatty acid lipoxygenase ALOX12 (Homo sapiens), P18054; purified 12hLO, xylenol orange hydroperoxide absorbance; Potency, µM (top dose mostly 108 µM), for inactives: at the highest dose activity change, negative = inhibition, hits mostly inhibitors; 580,000 compounds, 1.1% hits; also: potency is read from the fitted curve at half-maximal effect; % is scaled to controls: 0 for no effect and ±100 for the full control effect
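Purified human 12hLO (150 nM final) in 25 mM Hepes, 0.01% Triton X-100, pH 7.0 was preincubated 15 min at room temperature with compound. Then 40 uM arachidonic acid was added, 30 min. Hydroperoxide was read by Fe-XO absorbance ratio 573/405 nm.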
D2 antagonist = HTS Assay for Allosteric Antagonists of the Human D2 Dopamine Receptor: Primary Screen for Antagonists | HEK293 TREx D2 cells, calcium flux, dopamine EC80 | 340,000 compounds, 2% hits | D(2) dopamine receptor (Homo sapiens), P14416 | inhibition, % at 10 µM; in the data active = inhibition above about 30%; also: 0% is about no effect
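Overnight-induced (tetracycline, 30 C) HEK293 T-REx cells carrying force-coupled D2 receive a no-wash calcium dye, then compound, then EC80 dopamine at 180 s; signals are read kinetically throughout.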
Vif-APOBEC3G blk = qHTS for Inhibitors of Vif-A3G Interactions: qHTS; DNA dC->dU-editing enzyme APOBEC-3G (Homo sapiens), Q9HC16; 410,000 compounds, 0.076% hits; HeLa A3G-eYFP + Vif (tagged APOBEC3G with the HIV-1 protein that degrades it), YFP fluorescence, overnight; Potency, µM (doses to about 46.1 µM), inactives show at the highest dose activity, negative = active, most hits filed as inhibitors;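 also: potency is read from the fitted curve at half-maximal effect; % is scaled to controls: 0 for no effect and ±100 for the full control effect; nearly all actives have a fitted effect of over 60% in size; hits raise eYFP signal because A3G escapes Vif-driven loss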
Target sequence (Q9HC16 whole entry, looked up): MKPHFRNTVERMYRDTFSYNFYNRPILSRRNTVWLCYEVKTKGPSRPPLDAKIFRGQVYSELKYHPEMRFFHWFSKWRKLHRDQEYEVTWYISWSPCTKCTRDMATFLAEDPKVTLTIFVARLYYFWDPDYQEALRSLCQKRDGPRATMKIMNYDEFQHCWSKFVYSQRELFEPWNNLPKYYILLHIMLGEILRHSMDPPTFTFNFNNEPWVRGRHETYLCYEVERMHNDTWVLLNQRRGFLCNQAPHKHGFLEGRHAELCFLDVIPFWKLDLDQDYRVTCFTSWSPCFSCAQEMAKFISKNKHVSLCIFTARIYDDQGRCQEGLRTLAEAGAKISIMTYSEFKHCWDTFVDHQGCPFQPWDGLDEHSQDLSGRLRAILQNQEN
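Read-out is eYFP fluorescence (Ex 488/Em 500-530) from Vif-expressing HeLa A3G-eYFP cells; more signal means A3G escaped Vif-mediated degradation. Cells plated overnight, compound pinned in, incubated overnight at 37 deg C.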
Glioma ERSR ind = qHTS for Inducers of the Endoplasmic Reticulum Stress Response (ERSR) in Human Glioma: qHTS | U87-MG GRP78 promoter luciferase reporter, 16 h | Potency, µM, inactives show at the top dose activation, usual class: activators | 420,000 compounds, 0.02% hits; also: potency is read from the fitted curve at half-maximal effect; series mostly up to about 76 µM; % of control where 0% means no effect; nearly all actives have a fitted effect of over 35% in size
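ERSR induction read as luciferase luminescence (Bright-Glo, 10 min at room temperature) in stably transfected human U87-MG glioma cells exposed to compounds for 16 h, using GRP78 as sensor.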
RGS4 inhibitor = Inhibitors of Regulator of G Protein Signaling (RGS) 4: qHTS; Transcreener GDP fluorescence polarization, RGS4-accelerated GTP hydrolysis; Potency, µM (doses to about 114 µM), for the others: top-dose activity change, negative = inhibition, most hits filed as inhibitors; 390,000 compounds, 0.039% hits; AID 504845, 2011; also: potency is read from the fitted curve at half-maximal effect; % is scaled to controls: 0 for no effect and ±100 for the full control effect; nearly all actives have a fitted effect of over 75% in size; some results filed as inactive show a strong effect at the top dose
Target sequence (P49798 whole entry, looked up): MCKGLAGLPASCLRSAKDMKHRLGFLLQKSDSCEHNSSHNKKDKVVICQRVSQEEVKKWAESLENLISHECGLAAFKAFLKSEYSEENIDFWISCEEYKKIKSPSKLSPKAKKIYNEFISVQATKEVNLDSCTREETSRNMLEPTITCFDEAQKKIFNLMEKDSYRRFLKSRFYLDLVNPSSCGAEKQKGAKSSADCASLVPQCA
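MLSMR compounds (23 nl, pin-transferred) preincubated 10 min at room temperature with a 500nM (2x) first reagent, then RGS4 at 900nM (2x) plus Transcreener GDP mix added; fluorescence polarization (620/688 nm) read before and after 90 min at 30 °C.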
ERG-DNA inh = qHTS for Small Molecule Inhibitors of the ERG Ets/DNA interaction; Potency, µM (doses to about 76.9 µM), for inactives: at the highest dose FP activity, negative = inhibition, hits mostly inhibitors; AID 624246, 2012; fluorescence polarization, His-ERG Ets domain / labelled DNA; Transcriptional regulator ERG (Homo sapiens), P11308; 370,000 compounds, 0.028% hits; active = well fitted inhibition curve with a large enough effect in the polarisation, with a control signal flat; inconclusive = small, poorly fitted or top-dose-only effect, or effect the other way, or a change in a side signal; inactive = no such curve, though single readings can be large or run the other way; the % refers to the polarisation;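 also: polarization taken with two DNA probes labelled with fluorescein and Texas red; potency is read from the fitted curve at half-maximal effect; % of control where 0% means no effect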
Target sequence (P11308 whole entry, looked up, the tested form may be a part): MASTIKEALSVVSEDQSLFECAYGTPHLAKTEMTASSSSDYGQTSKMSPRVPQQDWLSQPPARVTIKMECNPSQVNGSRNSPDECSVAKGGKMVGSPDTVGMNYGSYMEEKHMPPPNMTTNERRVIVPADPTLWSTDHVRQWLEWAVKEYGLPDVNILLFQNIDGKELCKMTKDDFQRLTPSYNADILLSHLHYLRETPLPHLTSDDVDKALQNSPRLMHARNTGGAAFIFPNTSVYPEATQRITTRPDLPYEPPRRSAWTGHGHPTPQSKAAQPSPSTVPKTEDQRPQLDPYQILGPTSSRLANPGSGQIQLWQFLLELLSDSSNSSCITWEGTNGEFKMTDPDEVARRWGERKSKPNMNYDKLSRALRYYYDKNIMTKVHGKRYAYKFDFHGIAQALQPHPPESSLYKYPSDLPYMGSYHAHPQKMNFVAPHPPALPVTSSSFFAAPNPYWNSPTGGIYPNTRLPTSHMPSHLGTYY
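His-tagged ERG Ets domain (1 uM in the protein solution; 300mM KCl, 50mM Tris-HCl, 1mM EDTA, 1mM DTT, pH 7.5) received compound, then a probe mix of 5 nM fluorescein-DNA and 100nM Texas-615-DNA. Fluorescence polarization was read for both dyes.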
D2 agonist = HTS Assay for Allosteric Agonists of the Human D2 Dopamine Receptor: Primary Screen for Agonists | 340,000 compounds, 0.53% hits | AID 485358, 2010 | activation, % at 2 µM | HEK293 T-REx D2 cells, calcium flux agonist mode;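 active = activation over 3 SD above normal in the single-dose calcium agonist read, cut at about 30% in these data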; also: 0% is about no effect
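In this primary screen, compounds producing a positive calcium signal within 180 s of addition to tetracycline-induced, force-coupled HEK293 Trex D2 cells are flagged; cells are dye-loaded with a no-wash calcium kit beforehand.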
LDHA inh = qHTS assay for inhibitors of human lactate dehydrogenase; L-lactate dehydrogenase A chain (Homo sapiens), P00338; purified LDHA, NADH/diaphorase-resazurin fluorescence; hits give low values; activity change, % (values are at about 110 or 230 µM); 480,000 compounds, 0.15% hits; AID 1347041, 2019; in the data active = activity change below about -30%; inconclusive = mostly about -25% to -30%;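 also: plate controls were DMSO wells for no effect and wells without enzyme for full effect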
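LDH5 2 nM; NADH 0.06 mM, pyruvate 0.2 mM; 200 mM Tris pH 7.4, EDTA, Tween-20; 5 min RT. Detection: diaphorase 0.133 mg/mL + resazurin 37 µM, fluorescence ex540/em590 at 0 and 20 min; normalized to enzyme-free and DMSO wells.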
Vif-A3F inh = qHTS for Inhibitors of Vif-A3F Interactions: qHTS | HeLa A3F-eYFP + Vif (tagged APOBEC3F with the HIV-1 protein that degrades it), YFP fluorescence increase | 390,000 compounds, 0.2% hits | AID 602313, 2012 | Potency, µM (series often up to 46.1 µM), inactives show top-dose activity, negative = active; also: potency is read from the fitted curve at half-maximal effect; % of control where 0% means no effect; nearly all actives have a fitted effect of over 65% in size
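HeLa cells stably expressing Vif plus C-terminally eYFP-tagged A3F were seeded, incubated overnight at 37 deg C, dosed with compound, incubated overnight again at 37 deg C. Yellow fluorescence (Ex 488/Em 500-530) reported blocked Vif-mediated A3F-eYFP degradation.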
Numbers without * were called inactive; ? = inconclusive; nt = no result given; & = joins results of further samples; ! = a repeat was not active; [ ] = remark or other dose. Unless noted, calls follow the shape of the dose curve; as a rule, active = well fitted curve in the direction sought with a large enough effect; inconclusive = small, poorly fitted or top-dose-only effect, or another doubt; inactive = no such curve, though single readings can be large; an effect the other way counts as inactive or inconclusive. Not all compounds are listed, so the mix of outcomes need not match the whole.

SMILES	ALOX12 inh	D2 antagonist	Vif-APOBEC3G blk	Glioma ERSR ind	RGS4 inhibitor	ERG-DNA inh	D2 agonist	LDHA inh	Vif-A3F inh
Cc1c(N=Nc2c(O)[nH]c(=S)[nH]c2=O)c(=O)n(-c2ccccc2)n1C	-15.0%	-6.5	0.1%	-4.4%	-15.0%	3.8%	-0.1	3.5	9.6%
O=[N+]([O-])c1cc(F)c(N2CCCC2)cc1Br	-6.6%	12.2	-0.5%	-2.5%	-2.0%	1.2%	0.8	-5.9	-6.7%
CS(=O)(=O)c1ccc(C2=C(CNC(=O)c3ccncc3)[C@H]3CC[C@@H](C2)N3Cc2ccco2)cc1	-8.2%	nt	-3.0%	-2.6%	nt	nt	nt	-1.5	-5.8%
Cc1ccc(Cn2cccc(C(=O)Nc3cc(C)on3)c2=O)cc1	-18.1%	nt	2.5%	-1.5%	2.4%	-0.2%	21.3	-3.7	-0.6%
Cc1ccc(-c2nc3ccccc3c(=O)n2-c2cccnc2)cc1	-11.2%	14.6	1.7%	-1.1%	-0.3%	7.9%	0.5	-7.1	-13.6%
CN1C(=O)N(C)C(=O)C2(Cc3c(nc4ccccn4c3=O)N3CCc4ccccc4C32)C1=O (stereo not drawn)	-23.2%	17.2	2.2%	-2.7%	-83.4%[56.9 µM]	-0.9%	0.1	0.9	1.9%
Cn1cc(C(=O)N2CCC3(CC2)OCCO3)c2c3ccccc3n(C)c2c1=O	8.0%	-16.0	2.4%	-2.6%	-30.1%	2.5%	-0.2	6.2	2.3%
Cc1ccccc1-c1ccc2n1Cc1cnnn1-c1ccccc1-2	6.8%	nt	-3.2%	-0.7%	-5.2%	15.3%	nt	2.6	2.1%
CC(CCc1ccccc1)NCCC#N (stereo not drawn)	-6.5%	16.1	-17.5%	-3.4%	-1.4%	1.1%	76.7*	-5.0	3.3%
CC(=Nc1ccc2c(c1)CCC2)c1c(O)n(C)c(=O)n(C)c1=O	143.2%[activator]	-7.9	2.4%	-2.0%	-24.3%	0.6%	-0.6	-3.3	1.0%
C=CCn1c(O)c(C(C)=Nc2ccc(C(=O)O)cc2)c(=O)[nH]c1=O	?	4.2	2.1%	-2.8%	2.4%	-0.7%	0.4	-5.0	11.3%
Cc1nn(C)c(C)c1P(=S)(c1c(C)nn(C)c1C)N(C)C	?	-12.8	-5.0%	2.8%	-18.0%	nt	0.9	1.5	1.1%
CN(C)P(=O)(CCl)Nc1ccccc1 (stereo not drawn)	20.4%	-5.3	2.8%	-4.3%	-21.8%	-9.5%	-1.7	-1.6	-4.0%
N#CCCn1cc(C(=O)Nc2ccc(F)cc2)c(-c2ccccc2)n1	-4.8%	3.1	-4.1%	-2.6%	-17.6%	14.3%	-0.7	-4.0	15.8%
CC(C)CCNC(=O)c1c(N)n(Cc2ccc3c(c2)OCO3)c2nc3ccccc3nc12	0.0%	-0.6	0.6%	-4.1%	-23.2%	-24.7%	1.1	10.2	-5.8%
CC1=CC(=O)NP(=O)(Oc2ccc3ccccc3c2)N1 (stereo not drawn)	0.0%	-4.1	-0.7%	-0.2%	?	-5.4%	0.7	-0.6	-8.2%
O=c1[nH]c2ccccc2n1C1CCN(C(c2cc3ccccc3o2)c2nnnn2-c2ccc3c(c2)OCCO3)CC1 (stereo not drawn)	?	nt	-25.4%	-8.9%	nt	nt	nt	-3.1	nt
COc1ccc(-n2c(/C=C/c3ccc(O)cc3)nc3ccccc3c2=O)cc1	0.0%	0.9	-2.0%	-1.7%	5.1%	-3.8%	2.5	-6.0	-28.5%
Cc1ccccc1-n1nc(C)c2c1NC(=O)CSC2c1ccccc1C(F)(F)F (stereo not drawn)	?	nt	nt	nt	-14.2%	-2.7%	-1.3	-4.1	nt
COC(=O)c1ccc(C(C(=O)NC2CCCCC2)N(CCN2CCOCC2)C(=O)Cc2cccs2)cc1 (stereo not drawn)	9.2%	-7.1	-1.4%	-2.2%	-9.4%	-4.5%	-0.4	-6.9	-0.1%
O=C(NCC1=C(c2ccc3ccccc3c2)C[C@@H]2CC[C@H]1N2Cc1ccco1)c1ccncc1	-18.7%	nt	1.1%	-6.9%	nt	nt	nt	-2.0	-8.5%
CCOC(=O)C1=C(N)OC2=C(C(=O)CC(C)(C)C2)C12C(=O)Nc1ccccc12 (stereo not drawn)	6.7%	-6.3	1.1%	-3.2%	24.8%	nt	0.5	0.2	-3.8%
N#Cc1ccc(NC(=O)CN2CCN(C(=O)c3cccs3)CC2)cc1Cl	-4.5%	6.2	-1.6%	-3.5%	-10.6%	-1.2%	-1.0	-5.3	5.2%
CCn1c(C)c(C(=O)NCCc2ccccc2)c2cc(OC)ccc21	1.5%	18.9	-1.3%	-2.3%	4.3%	-9.6%	-0.1	-0.1	-3.1%
CCn1c(P(C)(=O)O)nc2cc(NC(=O)c3ccccc3F)ccc21	12.7%	3.6	5.9%	-1.4%	-23.1%	4.6%	-2.9	3.6	-10.9%
O=[N+]([O-])c1ccc(C(=Nc2ccccc2)N2CC2)cc1	7.7%	nt	0.0%	3.4%	-5.0%	1.6%	nt	1.4	0.9%
CC(=O)O[C@H]1C[C@@H]2CC[C@@H]3[C@H](CC[C@]4(C)C(=O)CC[C@@H]34)[C@@]2(C)C[C@@H]1OC(C)=O	nt	-3.1	0.5%	-3.8%	10.2%	9.9%	-1.8	-1.2	-5.4%
c1ccc2c(c1)[I+]c1ccccc1-2	-21.7%[176 µM]	nt	-5.3%	-8.0%&-6.6%&-3.0%&-8.2%	?	nt	nt	-12.4	nt
C=CCN1C(=O)C2(C(C(=O)OCC)=C(N)Oc3c2c(=O)oc2ccccc32)c2ccccc21 (stereo not drawn)	0.0%	-20.3	-4.3%	-2.5%	16.5%[11.4 µM]	-3.6%	-0.4	4.7	-0.2%
Nc1ccc(-c2ccccc2)cc1	-21.5%	nt	-5.9%	-4.3%	-40.7%	9.6%	nt	1.7	5.5%
CN1CCc2cc(O)cc3c2[C@H]1Cc1ccc(O)c(O)c1-3	?	nt	-0.3%&-29.9%	-14.7%&0.0%&8.0%	?	-0.4%	nt	3.3&15.0	-7.6%
COc1ccc(C(c2nnnn2-c2ccc3c(c2)OCCO3)N2CCC(n3c(=O)[nH]c4ccccc43)CC2)cc1 (stereo not drawn)	?	nt	-14.0%	-3.0%	nt	nt	nt	-3.7	nt
C[C@]12CC(=O)CC1CCC1C2CC[C@@]2(C)C1CC[C@@H]2O (stereo partly drawn)	53.6%[activator]	22.0	0.9%	0.2%	8.6%	3.3%	-0.8	-2.3	4.7%
O=C1NC(=O)N(Cc2ccco2)C(=O)/C1=C\c1cccn1CCOc1ccc(Cl)cc1	39.8µM*	10.0	-28.9%	-0.9%	?	17.4%	-0.4	-2.7	?
COC(=O)C1C2CC[C@@H](CC1OC(=O)c1ccccc1)N2 (stereo partly drawn)	nt	nt	-1.1%	-3.3%	-13.3%	-34.0%	nt	-5.8	-6.1%
O=S1(=O)N(Cc2ccc(F)cc2)CCCN1Cc1ccccc1Cl	-21.1%	-6.3	0.5%	-4.1%	3.7%	-1.3%	0.8	-4.4	-1.8%
CN(C)CCN=Cc1c(O)n(CCC2=CCCCC2)c(=O)[nH]c1=O	-14.3%	-10.0	2.9%	-3.2%	-3.1%	-5.7%	-2.4	-9.3	-6.1%
COC(=O)c1c(C)n(Cc2ccccc2)c2ccc(O)cc12	15.8µM*!	4.4	-11.2%	0.8%	0.3%	-16.0%	0.0	-23.7&3.5	-3.9%
NS(=O)(=O)c1ccc(CCNC(=O)c2ccc(Cl)c(S(=O)(=O)N3CCCCCC3)c2)cc1	148.8%[activator]	nt	0.0%	-5.2%	?	6.5%[15.4 µM]	nt	1.9	-10.9%
CCOc1ccc(Cc2c(O)[nH]c(=O)[nH]c2=O)cc1	-15.5%	4.2	0.6%	-3.5%	-30.9%	3.2%	0.4	-6.1	-8.1%
O=C1NC(=O)C(C(CC(=O)c2ccccc2)c2ccccc2)C(=O)N1 (stereo not drawn)	-3.4%	-5.7	3.6%	-0.5%	-17.5%	-0.2%	0.0	-3.0	-12.5%
C=CCn1c(O)c(/C=N/N2CCCCC2c2cccnc2)c(=O)[nH]c1=S (stereo not drawn)	-3.3%	nt	-1.6%	-3.1%	-2.5%	1.8%	nt	2.8	3.8%
COc1cc([N+](=O)[O-])c2nc(C)ccc2c1[N+](=O)[O-]	-6.4%	nt	?	-13.5%	-11.6%	nt	nt	10.1	-27.4%

High-throughput results: PubChem, National Center for Advancing Translational Sciences (NCATS)
